# RORg inh – inhibitors of mouse ROR gamma transcriptional activity. hit rate 5.4% among 310,000. Drosophila S2 Gal4-RORgamma UAS-luciferase reporter, 20 h. Potency, µM (doses to about 53.6 µM), for inactives: at the highest dose activity change, negative = inhibition, usual class: inhibitors. P51450; also: potency is read from the fitted curve at half-maximal effect; % is scaled to controls: 0 for no effect and ±100 for the full control effect; nearly all actives have a fitted effect of over 60% in size
# Target sequence (P51450 whole entry, looked up, the tested form may be a part): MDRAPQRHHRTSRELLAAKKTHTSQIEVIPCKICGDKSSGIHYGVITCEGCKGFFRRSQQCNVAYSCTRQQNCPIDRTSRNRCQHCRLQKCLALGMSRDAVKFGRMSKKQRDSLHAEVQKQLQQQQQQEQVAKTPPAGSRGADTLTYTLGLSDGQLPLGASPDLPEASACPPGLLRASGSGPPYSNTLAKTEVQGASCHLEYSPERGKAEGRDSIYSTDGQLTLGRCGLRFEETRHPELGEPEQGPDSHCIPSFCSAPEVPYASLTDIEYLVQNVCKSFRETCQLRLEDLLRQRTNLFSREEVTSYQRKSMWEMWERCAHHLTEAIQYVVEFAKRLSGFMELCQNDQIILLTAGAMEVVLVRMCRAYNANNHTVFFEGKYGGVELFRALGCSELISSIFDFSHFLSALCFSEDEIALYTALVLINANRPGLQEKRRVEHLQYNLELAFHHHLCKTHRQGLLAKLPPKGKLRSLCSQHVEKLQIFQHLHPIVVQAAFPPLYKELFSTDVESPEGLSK
#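 Drosophila Schneider cells stably carrying a metallothionein-driven Gal4 DBD–ROR gamma fusion and a UAS-Photinus luciferase reporter were exposed to compound for 1 hr, then induced with copper sulfate (700 uM final) for 20 hr at ambient temperature before luminescence reading.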
# Gal4-VP16 FLuc – Gal4-VP16 reporter inhibition counter-screen; hit rate 3.5% among 310,000; Drosophila S2 Gal4-VP16 UAS-luciferase, luminescence, 20 h; Potency, µM (highest dose often 53.6 µM), for the others: at the top dose activity, negative = inhibition, actives largely listed as inhibitors;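 also: Gal4-VP16 expression switched on by copper sulfate through the metallothionein promoter; potency is read from the fitted curve at half-maximal effect; % is scaled to controls: 0 for no effect and ±100 for the full control effect; nearly all actives have a fitted effect of over 50% in size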
# ELG1 genotoxic – inducers of genotoxicity in HEK293T ELG1-luciferase cells. HEK293T ELG1-luciferase reporter, luminescence, 16 h. Potency, µM (highest dose often 46 µM), for inactives: at the highest dose activity change, positive = activation, usual class: activators. hit rate 1.3% among 330,000. AID 504466; also: potency is read from the fitted curve at half-maximal effect; % of control where 0% means no effect; nearly all actives have a fitted effect of over 60% in size
#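 Luminescence read-out: rising ELG1-luciferase signal, reflecting elevated ELG1 protein under genetic stress, flags genotoxic compounds. Cells were treated for 16 hr at 37 °C before ONE-Glo detection.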
# p53 reactivator – restores transcriptional activity of mutant p53; Potency, µM (doses to about 92.2 µM), inactives show at the top dose activity change, positive = activation, hits mostly activators; hit rate 0.063% among 320,000; H1299 p53-A138V BP100-luciferase reporter, luminescence, 24 h; also: potency is read from the fitted curve at half-maximal effect; % of control where 0% means no effect; nearly all actives have a fitted effect of over 45% in size
#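 H1299 (p53-null), stable ts p53-A138V + BP100-Luc; 1000 cells/well, Opti-MEM/10% FBS; cpd 4 pt, 1:5; 24 h, 37 deg C, 5% CO2; detection reagent 10 min RT; luminescence.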
# Rab9 prom act – Rab9 promoter activation; AID 485297; Huh7 Rab9 promoter-luciferase reporter, luminescence, 24 h; hit rate 2.8% among 320,000; Potency, µM (highest dose often 9.22 µM), for inactives: top-dose activation, negative = inhibition, usual class: activators; also: potency is read from the fitted curve at half-maximal effect; % of control where 0% means no effect; nearly all actives have a fitted effect of over 60% in size
#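 Using Huh7 cells stably transfected with Rab9 promoter–luciferase, compounds were incubated 24 h at 37 °C, 5% CO2; luciferase luminescence was read 10 min after reagent addition.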
# ELG1 repair inh – blocks ELG1-dependent DNA repair in HEK293T cells | HEK293T ELG1-luciferase reporter, luminescence, 16 h; DNA damage induced by 5-fluorouridine | Potency, µM (highest dose often 46.1 µM), without a hit: at the top dose activity change, negative = inhibition, most hits filed as inhibitors | hit rate 2.3% among 330,000 | AID 504467; also: potency is read from the fitted curve at half-maximal effect; % is scaled to controls: 0 for no effect and ±100 for the full control effect; nearly all actives have a fitted effect of over 55% in size
#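 HEK293T cells expressing luciferase-tagged ELG1 (2,000/well) received 5-Fluorouridine plus compound or DMSO for 16 hr at 37 °C. Luciferase was read by ONE-Glo luminescence after 30 min at room temperature.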
# FLuc modulator – inhibits or activates purified firefly luciferase, miR-21 counter-screen | P08659 | purified FLuc, Km substrates, luminescence inhibition | Potency, µM (titrated, usually from 57.5 µM), inactives show top-dose activity change, negative = inhibition, hits mostly inhibitors | hit rate 6.9% among 360,000 | AID 588342;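 also: potency is read from the fitted curve at half-maximal effect; plate controls were vehicle for no effect and reference inhibitor for full effect; nearly all actives have a fitted effect of over 55% in size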
#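 Biochemical qHTS of compounds, final roughly 60 µM downward over six points, against 10 nM purified firefly luciferase using Km concentrations of substrates (10 uM D-luciferin, 10 uM ATP) in Tris acetate pH 7.5 buffer; luminescence output.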
# Tb PFK block – blocks T. brucei phosphofructokinase; O15648; T. brucei PFK, ADP-Glo luminescence; Potency, µM (series often up to 57.5 µM), inactives show at the top dose activity, negative = inhibition, most hits filed as inhibitors; hit rate 0.17% among 330,000; AID 485367;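 also: potency is read from the fitted curve at half-maximal effect; 0% = uninhibited 1x PFK enzyme wells and -100% = no-enzyme wells; nearly all actives have a fitted effect of over 60% in size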
# Target sequence (O15648 whole entry, looked up): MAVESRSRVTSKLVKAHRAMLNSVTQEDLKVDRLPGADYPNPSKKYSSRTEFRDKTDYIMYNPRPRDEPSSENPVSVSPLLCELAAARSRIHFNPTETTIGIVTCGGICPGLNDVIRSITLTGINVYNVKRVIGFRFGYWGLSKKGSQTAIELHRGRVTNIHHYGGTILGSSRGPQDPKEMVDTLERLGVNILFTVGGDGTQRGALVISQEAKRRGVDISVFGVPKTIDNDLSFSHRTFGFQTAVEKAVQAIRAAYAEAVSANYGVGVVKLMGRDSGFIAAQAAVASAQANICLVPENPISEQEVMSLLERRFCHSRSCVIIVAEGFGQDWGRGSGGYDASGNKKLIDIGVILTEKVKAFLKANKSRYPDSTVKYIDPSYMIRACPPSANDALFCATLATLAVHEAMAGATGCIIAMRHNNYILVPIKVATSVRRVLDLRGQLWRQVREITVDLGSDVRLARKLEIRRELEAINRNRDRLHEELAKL
#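 PFK 1.25 nM, F6P 0.5 mM, ATP 0.1 mM, 0.1 M TEA pH 8.0, 5 mM MgCl2, 0.01% Tween20, 0.1% BSA; 45 min RT. ADP-Glo readout. qHTS titration up to 57 uM; curves fitted, compounds curve-classed.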
# NPC1 prom act – activators of NPC1 promoter | Huh7 NPC1 promoter luciferase reporter, 24 h | AID 485313 | Potency, µM (doses to about 9.22 µM), for inactives: top-dose activation, hits mostly activators | hit rate 2.4% among 320,000;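 also: potency is read from the fitted curve at half-maximal effect; % of control where 0% means no effect; nearly all actives have a fitted effect of over 60% in size; reporter is driven by a mutant NPC1 promoter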
#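 In 1536-well qHTS, Huh7 cells harboring an NPC1 promoter–luciferase construct received compound for 24 h; activation was quantified by luminescence following luciferase reagent addition.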
# BRCA1 expr up – activators of BRCA1 expression; MCF7-BRCA1-FFLuc reporter, luminescence, 48 h; response scale: scaled: vehicle 0%, 10 µM genistein 100%; AID 624202; hit rate 1.1% among 380,000; Potency, µM (top dose mostly 46.1 µM), inactives show at the highest dose activation, actives largely listed as activators; also: potency is read from the fitted curve at half-maximal effect; nearly all actives have a fitted effect of over 80% in size; some results filed as inactive show a strong effect at the top dose
#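 Quantitative HTS in MCF7 cells stably reporting BRCA1 expression via firefly luciferase. Compound treatment lasts 48 h at 37 °C in phenol-red free MEM. Activation is expressed relative to genistein at 10 microM and DMSO.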
# TRPV1 ag – agonists of human vanilloid receptor 1 (TRPV1) | hit rate 0.19% among 320,000 | AID 540275 | TRPV1-expressing cells, Fluo-8 calcium influx, agonist mode | activation, % at 8.33 µM | Q8NER1; in the data active = activation above about 80%; inconclusive = between about 30% and that limit; also: 0% is about no effect
#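 Cells expressing TRPV1 were dye-loaded with Fluo-8 and read kinetically: 10 s baseline, 3 min after compound (agonist portion), then 2 min after EC20 capsaicin (allosteric enhancer portion). Calcium-bound dye fluorescence at 480/520 nm.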
# The depositor's hits bear a star; u = inconclusive; x = no result given; [ ] = dose if it differs, or a comment. Unless noted, calls follow the shape of the dose curve; as a rule, active = well fitted curve in the direction sought with a large enough effect; inconclusive = small, poorly fitted or top-dose-only effect, or another doubt; inactive = no such curve, though single readings can be large; an effect the other way counts as inactive or inconclusive.
SMILES,RORg inh,Gal4-VP16 FLuc,ELG1 genotoxic,p53 reactivator,Rab9 prom act,ELG1 repair inh,FLuc modulator,Tb PFK block,NPC1 prom act,BRCA1 expr up,TRPV1 ag
COc1ccc(CCn2c(C)c(C(C)=O)c3cc(OC(=O)c4ccco4)ccc32)cc1OC,4%,-1%,-14%,0%,3%,u,1%,-2%,0%,5%,1
CN(Cc1ccc(OCC(O)CN2CCCCC2)cc1)Cc1ccnc2ccccc12 (configuration not stated),7.1µM*,6.3µM*,-7%,-2%,-17%,-20%,-1%,-2%,-5%,-27%,-2
c1ccc(-c2c(-c3ccccc3)n(Cc3ccco3)c3ncnc(NCCCn4ccnc4)c23)cc1,-29%,16µM*,-10%,-22%,-3%,u,-2%,-3%,-5%,-77%[inhibitor],0
Cc1cc(C(F)(F)F)nc(-n2cc(-c3ccccc3)nn2)n1,-7%,-3%,3%,3%,11%,16%,-8%,2%,0%,2%,7
O=S1(=O)CCN2C(c3ccc4c(c3)CCCC4)=CSC2=N1,19%,3%,-3%,-5%,1%,-5%,-2%,18%,-4%,-26%,1
COCCNC(=O)/C(C#N)=C/c1ccc(OCC(=O)NC2CCCCC2)cc1,23%,4%,-1%,1%,0%,-16%,-11%,-2%,7%,-10%,4
CCOc1ccc(OCc2cccc(C(=O)N(CC)CC)c2)cc1,9%,-2%,u,-8%,0.14µM*,u,1.2µM*,1%,0.25µM*,-60%[inhibitor],14
CCOC(=O)C1=C(CN2CCSCC2)NC(=O)NC1c1cccc([N+](=O)[O-])c1 (configuration not stated),u,2%,-10%,-2%,-6%,u,3%,2%,-1%,-4%,10
COc1ccc(N(CC(=O)NC2CCCC2)C(=O)c2csnn2)cc1,-17%,-10%,1%,1%,1%,1%,7%,-3%,-3%,12%,1
COc1ccccc1C(=O)NCC(C)(C)CN=C1NS(=O)(=O)c2ccccc21,-15%,-10%,-31%[inhibitor],-4%,2%,u,0%,4%,-3%,-17%,-3
Cc1ccc(C(=O)CC(=O)c2ccccc2)cc1,11µM*,u,25%,15%,2.2µM*,u,9.5µM*,-3%,2.5µM*,5µM*,81*
Cc1ccn(-c2cccc(-n3ccc(C)n3)n2)n1,u,-16%,u,u,2.8µM*,u,3.4µM*,0%,3.2µM*,13µM*,u

# Marked active in TRPV1 ag (from the list above):
canonical_smiles	RORg inh	p53 reactivator	Rab9 prom act	Tb PFK block	NPC1 prom act	BRCA1 expr up	TRPV1 ag
Cc1ccc(C(=O)CC(=O)c2ccccc2)cc1	11µM*	15%	2.2µM*	-3%	2.5µM*	5µM*	81*

# More entries follow:
SMILES,RORg inh,Gal4-VP16 FLuc,ELG1 genotoxic,p53 reactivator,Rab9 prom act,ELG1 repair inh,FLuc modulator,Tb PFK block,NPC1 prom act,BRCA1 expr up,TRPV1 ag
O=C(Oc1ccc(Cl)cc1)N1CCCCC1,5%,u,16µM*,u,23%,u,24µM*,24%,15%,u,-2
CC(NC(=O)COC(=O)c1cc(=O)[nH]c2ccccc12)c1ccccc1 (configuration not stated),u,-19%[10 µM],5%,0%,-1%,8%,-7%,-5%,-1%,-4%,4
COc1cccc(C2Nc3cc(Cl)c(S(N)(=O)=O)cc3S(=O)(=O)N2)c1 (configuration not stated),-16%,-9%,0%,1%,0%,10%,2%,-3%,-3%,-2%,3
CC(=O)c1c(C)[nH]c(C(=O)OCC(=O)N(C)C)c1C,3%,-6%,-2%,-1%,0%,27%,-17%,1%,8%,7%,-3
Cc1cc2nnn(-c3nnc(-c4ccccc4)c4ccccc34)c2cc1C,-2%,-8%,-1%,9%,2%,20%,-1%,-5%,2%,-26%,11
O=C(C(=O)N1CCOCC1)c1cn(CCOc2ccccc2)c2ccccc12,24%,0%[10 µM],-6%,-5%,16%,0%,5%,2%,-5%,-2%,30
Cc1ccc2c(c1)N(CC(=O)NC1CCC(C)CC1)C(=O)c1cccnc1O2 (configuration not stated),-43%,-1%,2%,9%,2%,-15%,-1%,0%,-1%,7%,5
COc1cc(/C=C/C(=O)OCC(=O)c2c(N)n(C)c(=O)n(C)c2=O)ccc1O,11%,-13%,1%,-1%,-3%,-9%,3%,0%,-5%,-15%,2
CCC(=O)NC(=S)Nc1ccc(-c2nc3ccccc3s2)cc1,1.6µM*,u,u,u,1.6µM*,u,0.76µM*,-9%,0.45µM*,86%,-10
COc1ccc(CCN2CNc3c(c(=O)n(C)c(=O)n3C)C2)cc1OC,-4%,6%,0%,-5%,9%,-11%,-1%[2.3 µM],-6%,-1%,-6%,2
COc1ccccc1NC(=O)CSc1nc2ccccc2c(=O)n1CC1CCCO1 (configuration not stated),0%,6%,1%,-9%,5%,-6%,-1%,0%,-1%,-9%,4
O=C(NCc1ccco1)/C(=C/c1cccc(C(F)(F)F)c1)c1nc2ccccc2[nH]1,23%,-4%,-3%,9%,-7%,-27%,4%,u,-3%,-84%[inhibitor],20
Cc1nc(NCc2ccco2)[nH]c(=O)c1CCC(C)C,7%,-1%,-7%,-7%,-5%,-10%,0%,1%,-1%,-1%,10
Cc1ccc(-c2c(C)n([O-])c3c([n+]2=O)CCCCC3)cc1,-6%,-4%,2%,-14%,-5%,10%,-2%,0%,-2%,-2%,2
CN(C)C(CNC(=O)c1ccc(C(=O)c2ccccc2)cc1)c1ccccc1 (configuration not stated),11%,-9%,9%,1%,0%,27%,2%,-3%,0%,-14%,1
C=CCN(C(=O)Cn1c(C(=O)OC)cc2oc(C)cc21)c1ccccc1,18%,-3%,-4%,4%,3%,0%,-1%,0%,-4%,-10%,6
Cc1ccccc1-c1nc(CS(=O)CC(=O)NC2CCCCC2)c(C)o1 (configuration not stated),9%,14%,0%,2%,-7%,12%,-1%,1%,0%,9%,4
CC(=O)Nc1ccc(NC(=O)CC(C)n2ccnc2)cc1 (configuration not stated),0%,-5%,0%,2%,-9%,17%,0%,-12%,2%,-9%,-2
Cc1noc(C)c1S(=O)(=O)N(C)C[C@H]1Oc2c(NC(=O)NC(C)C)cccc2C(=O)N([C@H](C)CO)C[C@@H]1C,x,x,1%,-5%,x,17%,x,-1%,x,-11%,x
Cc1cc(C)c2[nH]c(=O)c(C(c3nnnn3C3CCCC3)N3CCOCC3)cc2c1 (configuration not stated),-3%,-5%,-1%,-5%,12%,10%,-5%,3%,9%,x,3
COC(=O)c1ccc(CNC(=O)CCC(=O)N2CCOCC2)cc1,x,x,0%,9%,x,1%,x,-7%,x,-21%,x
CC(=O)c1ccc(OC(C)c2nc3ccccc3s2)cc1 (configuration not stated),u,23%,u,24%,u,u,u,0%,29%,6.3µM*,12
CC1(C)CC(=O)C=C(Nc2cccc(O)c2)C1,19%,-7%,-7%,0%,8%,-7%,1%,-5%,-2%,3%,-1
CCc1ccc(N(C(=O)c2csnn2)C(C(=O)NC(C)(C)C)c2ccncc2)cc1 (configuration not stated),19%,-10%,2%,5%,-1%,6%,-2%,2%,0%,1%,5
Cc1cc2oc(=O)cc(CN3CCCCC3C)c2cc1Cl (configuration not stated),-1%,2%,-1%,3%,-3%,-3%,1%,0%,-5%,-3%,13
CCCCc1nc2c(=O)[nH]c3ccccc3c2o1,5%,0%,9%,24%,18%,u,-2%,0%,17%,40%,-2
O=C(CN1CCOCC1)Nc1nc2cc([N+](=O)[O-])ccc2s1,27%,3%,-2%,18%,-2%,-9%,-13%,2%,1%,27%,6
CCCc1cc2c(=O)c(-c3ccccn3)coc2cc1OC,30%,19%,u,u,1.6µM*,u,4.8µM*,1%,2µM*,5.6µM*,u
O=c1[nH]c2ccccc2cc1-c1noc(-c2cccnc2)n1,21%,2%,-2%,21%,24%,14%,u,2%,23%,12%,-2
O=C(NCC(=O)N1CCN(S(=O)(=O)c2ccccc2F)CC1)c1ccc(Br)o1,-4%,0%,1%,-7%,-5%,-13%,-2%,1%,0%,-5%,-2
O=C(CSc1nc(-c2cccs2)cc(C(F)(F)F)n1)Nc1cc(OCC(F)(F)C(F)F)cc([N+](=O)[O-])c1,26%,-28%,-8%,-11%,3%,u,-2%,1%,-5%,-54%,2
O=C(O)/C=C/c1cccc(OCc2ccccc2)c1,-39%,u,5%,-1%,20%,u,13µM*,-5%,7%,16%,13
CCN(Cc1ccccc1)C(c1cc2ccc(C)cc2[nH]c1=O)c1nnnn1CCOC (configuration not stated),-2%,-8%,-5%,-2%,-1%,-7%,1%,-3%,1%,-23%,6
